From PubChem BioAssay
S100A4 MyoIIA = inhibitors of S100A4-myosin IIA peptide binding, primary screen, biochemical, fluorescence polarization, TAMRA-MyoIIA peptide. Protein S100-A4 (Homo sapiens), P26447. inhibition, % at 10.7 µM. actives 0.14% (n = 360,000). AID 652163, 2013;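 active = mean inhibition of at least 70% across replicates, with every replicate also reaching that level; inconclusive = mean inhibition reaches 70% but some replicates fall short; inactive = mean inhibition below 70%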
Target sequence (P26447 whole entry, looked up): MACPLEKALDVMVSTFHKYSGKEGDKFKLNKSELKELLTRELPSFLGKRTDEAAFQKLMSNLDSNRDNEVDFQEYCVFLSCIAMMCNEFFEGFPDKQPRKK
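assay system = human S100A4 monomer with TAMRA-labelled myosin IIA peptide | also added = labelled myosin peptide probe, 5 nM | incubation = 5 min between mix addition and reading | control set = DMSO and TFP controls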
ERAP1 HTS inh = human ERAP1 aminopeptidase inhibitors, primary screen, biochemical, single point, plate reader. Endoplasmic reticulum aminopeptidase 1 (Homo sapiens), Q9NZ08. recombinant ERAP1, Leu-AMC fluorescence, 60 min. inhibition, % at 10.7 µM. actives 0.15% (n = 340,000);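 active = mean replicate inhibition of at least 30%, or all replicates individually reaching that 30% level; inactive = mean below 30% and not every replicate reaching it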;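 also: 0% = neutral control wells and 100% = L-leucinethiol positive control wells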
Target sequence (Q9NZ08 whole entry, looked up): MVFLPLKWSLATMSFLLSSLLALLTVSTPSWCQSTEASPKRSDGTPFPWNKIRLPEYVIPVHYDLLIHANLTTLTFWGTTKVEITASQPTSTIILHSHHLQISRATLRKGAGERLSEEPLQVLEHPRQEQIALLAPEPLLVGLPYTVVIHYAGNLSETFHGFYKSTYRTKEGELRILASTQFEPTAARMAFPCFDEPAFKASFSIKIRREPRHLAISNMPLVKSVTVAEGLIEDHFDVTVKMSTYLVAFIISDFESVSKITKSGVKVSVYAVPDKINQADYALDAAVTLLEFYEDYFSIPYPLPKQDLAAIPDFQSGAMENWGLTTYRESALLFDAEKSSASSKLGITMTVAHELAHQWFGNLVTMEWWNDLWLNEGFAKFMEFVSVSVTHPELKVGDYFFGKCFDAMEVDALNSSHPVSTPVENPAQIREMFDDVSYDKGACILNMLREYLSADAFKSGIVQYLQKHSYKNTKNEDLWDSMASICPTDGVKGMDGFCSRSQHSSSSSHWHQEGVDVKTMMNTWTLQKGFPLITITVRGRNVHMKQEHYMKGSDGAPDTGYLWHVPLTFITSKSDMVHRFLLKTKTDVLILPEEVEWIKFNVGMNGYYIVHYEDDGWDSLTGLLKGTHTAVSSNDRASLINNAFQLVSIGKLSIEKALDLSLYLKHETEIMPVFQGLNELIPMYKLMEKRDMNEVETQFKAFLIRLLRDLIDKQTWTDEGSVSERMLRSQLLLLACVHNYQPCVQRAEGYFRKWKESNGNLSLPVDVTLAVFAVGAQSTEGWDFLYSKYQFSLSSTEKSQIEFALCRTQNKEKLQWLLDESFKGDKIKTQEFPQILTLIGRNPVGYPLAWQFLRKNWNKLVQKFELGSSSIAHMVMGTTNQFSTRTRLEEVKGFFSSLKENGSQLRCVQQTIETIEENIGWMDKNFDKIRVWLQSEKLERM
SIRT5 inh = SIRT5 desuccinylase inhibitors, primary screen, biochemical, fluorescence imaging, single point, set 5. NAD-dependent protein deacylase sirtuin-5, mitochondrial (Homo sapiens), Q9NXA8. Purified SirT5, succinyl-peptide AMC, trypsin-coupled fluorescence. inhibition, % at 15 µM. actives 1.1% (n = 330,000). AID 652115, 2013; in the data active = inhibition above about 15%; inconclusive = no clear call, values can overlap the other calls
PGC1a acetyl inh = inhibitors of PGC1a acetylation signal, primary screen, cell-based, U2OS, AlphaScreen, inhibitor mode. AlphaScreen anti-acetyl-lysine; with virally co-expressed GCN5 acetyltransferase. actives 0.17% (n = 350,000). inhibition, % at 15.6 µM;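 active = every replicate shows inhibition of at least 40%; inconclusive = mean inhibition at least 40% but some replicate below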;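 also: 0% = neutral control wells and 100% = positive control wells; some results beyond the cut were filed as inactive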
Cneo AK release = Cryptococcus neoformans cell lysis inducers, primary screen, AK release luminescence, single concentration; C. neoformans lysis, adenylate kinase release luminescence, 4 h; normalised: neutral wells 0, clomiphene wells 100; lysis activity, % at 15 µM; actives 0.2% (n = 360,000);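 active = mean lysis activity across replicates of at least 80%, whatever share of replicates individually reach that level; inactive = mean lysis activity below 80%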
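read-out = cell lysis signal | test system = log-phase Cryptococcus neoformans yeast cells | input = cells at 5 × 10^6 per mL | medium = fresh YPD growth medium | signal = luminescent adenylate kinase detection reagent | timing = 4 h at 37 °C static, read 1 h later | dosing = single dose | controls = Clomiphene as positive lysis control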
LGR2 antag = inhibitors of bursicon-induced LGR2 CRE-luciferase signal, primary screen, cell-based, HEK293, CRE-luciferase reporter, bursicon stimulation; bursicon-stimulated, 4 h; inhibition, % at 9.99 µM; actives 0.35% (n = 380,000);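 active = drop in luminescence signal, shown as inhibition above about 50% in the replicate tests, limit read from the data, passing the limit was not always enough; inconclusive = probably only some replicates passing the limit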;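 also: agonist challenge used bursicon conditioned medium at about half maximal strength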
Xi reactivation = activators of inactive X chromosome reactivation, primary screen, imaging, XiGFP fibroblasts, GFP high-content imaging, set 2; XiGFP mouse fibroblasts, % GFP-positive cells imaging, 3 d; cells co-treated with 5-aza-dC sensitizer; scaled so ellipticine positive control = 100%; activation, % at 7.58 µM; actives 0.055% (n = 360,000); AID 743238, 2013;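 active = mean normalized replicate activation at least 10% and every replicate at or above 10%; inconclusive = only one of the two criteria met; inactive = mean below 10% and not all replicates reach 10%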;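 also: 0% = median of on-plate neutral control wells and 100% = ellipticine 6 µM median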
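Schedule: 3 d treatment, 15 min room-temperature fixation; system: 68-5-11 XiGFP fibroblast line; buffer or medium: DMEM plus 5-aza-dC sensitizer; control set: ellipticine 6 µM positive control; compound: one concentration, pinned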
C2C12 statin = suppressors of statin myotoxicity in C2C12 myotubes, primary screen, cell-based, single point, plate reader; C2C12 myotubes + simvastatin, ATP luminescence, 48 h; scaled: DMSO 0, geranylgeraniol control 100; rescue of ATP level, % at 7.49 µM; actives 0.78% (n = 330,000); AID 602340, 2012;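 active = mean ATP rescue above about 67%, or every replicate alone reaching that limit, limit read from the data, passing the limit was not always enough; inconclusive = no clear call, values can overlap the other calls; inactive = mean under the limit and some replicate under it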;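 also: myotubes were challenged with 10 µM simvastatin during compound exposure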
* marks the source's active call; other numbers are inactive results; ? = inconclusive; nt = not tested or not shown. Only part of the results is shown (hit frequency here may not be typical).

SMILES	S100A4 MyoIIA	ERAP1 HTS inh	SIRT5 inh	PGC1a acetyl inh	Cneo AK release	LGR2 antag	Xi reactivation	C2C12 statin
O=C(Cc1cccnc1)N1CC2(C1)[C@H](c1ccccc1)[C@@H](CO)N2C(=O)C1CCCC1	-41	0	-10	nt	nt	-14	0.0	nt
Cc1cc(-c2ccc([N+](=O)[O-])cc2)nc2ccccc12	-3	-3	-1	1	nt	-16	-0.1	nt
COc1ccc(CNC(=O)c2ccc(S(=O)(=O)NCc3ccco3)cc2)cc1	-1	-2	-4	0	-1	nt	0.3	9
COc1ccc(N(CC(=O)NCCSc2ccccc2)S(=O)(=O)c2ccccc2)cc1OC	2	1	-3	nt	-1	1	0.1	nt
C=CCNS(=O)(=O)c1ccc(OCC(=O)OC)cc1	5	-2	-2	2	2	0	nt	-8
Cc1cc(C)c(C)c(S(=O)(=O)N2CCN(CC(=O)c3c(N)n(Cc4ccccc4)c(=O)n(C)c3=O)CC2)c1C	0	0	1	-8	1	4	0.1	nt
CCOC(=O)N1CCN(CCC(=O)Nc2cc(OC)ccc2OC)CC1	0	-1	0	-1	0	2	0.4	9
CCOc1ccc(OCC)c(Nc2cc(C)nc3ncnn23)c1	-1	1	2	-10	-2	4	0.0	-1
CCCC#Cc1cnc2c(c1)C(=O)N([C@@H](C)CO)C[C@@H](C)[C@@H](CN(C)CCC)O2	-4	0	3	0	1	-1	-1.5	22
CCc1cc2c(CN3CCN(Cc4ccccc4)CC3)cc(=O)oc2cc1O	2	-48	-23	13	8	4	0.1	16
NC1=NC(=Nc2ccc(S(N)(=O)=O)cc2)c2ccccc21	-3	-2	3	-1	1	-4	-0.1	14
CC(=O)Nc1ccc(NC(=O)CCN2C(=O)c3ccccc3C2=O)cc1	-1	-1	0	nt	-1	-6	0.0	-6
CC1(C(=O)NS(=O)(=O)c2ccc(F)cc2F)CCN1C(=O)C/C=C/c1ccccc1 (configuration not stated)	1	-1	-5	nt	-1	-15	0.0	-28
COCCOc1cc(-n2cccc2)c(Cl)cc1Cl	-1	2	-3	-9	2	1	0.1	11
Cc1nc2ccc(NC(=S)NCCCO)cc2nc1C	12	0	-2	8	nt	16	0.0	-6
COc1ccc(C(=O)NCCSc2ccccc2C)cc1	-2	nt	-1	4	-5	-27	0.3	37
Nc1[nH]c(C(=O)c2ccccc2)c(-c2ccccc2Br)c1C(=O)NCc1ccc(-c2ccccc2)cc1	-5	-5	-1	nt	nt	-22	0.2	nt
CC(C)CC#Cc1cnc2c(c1)C(=O)N([C@@H](C)CO)C[C@@H](C)[C@H](CN(C)C(=O)NC1CCCC1)O2	4	-1	-1	1	1	2	0.5	nt
C[C@H]1CCCCO[C@H](CN(C)C(=O)Nc2ccc(C(F)(F)F)cc2)[C@@H](C)CN([C@@H](C)CO)C(=O)c2cc(NC(=O)Cc3ccccc3)ccc2O1	nt	nt	nt	18	-1	-12	1.8	nt
Brc1ccc(CSc2nnc3ccccn23)cc1	0	-2	-1	-4	-1	-23	-0.2	18

Brought forward from above: 4 compounds, followed by the next part.
SMILES	S100A4 MyoIIA	ERAP1 HTS inh	SIRT5 inh	PGC1a acetyl inh	Cneo AK release	LGR2 antag	Xi reactivation	C2C12 statin
Nc1[nH]c(C(=O)c2ccccc2)c(-c2ccccc2Br)c1C(=O)NCc1ccc(-c2ccccc2)cc1	-5	-5	-1	nt	nt	-22	0.2	nt
CC(C)CC#Cc1cnc2c(c1)C(=O)N([C@@H](C)CO)C[C@@H](C)[C@H](CN(C)C(=O)NC1CCCC1)O2	4	-1	-1	1	1	2	0.5	nt
C[C@H]1CCCCO[C@H](CN(C)C(=O)Nc2ccc(C(F)(F)F)cc2)[C@@H](C)CN([C@@H](C)CO)C(=O)c2cc(NC(=O)Cc3ccccc3)ccc2O1	nt	nt	nt	18	-1	-12	1.8	nt
Brc1ccc(CSc2nnc3ccccn23)cc1	0	-2	-1	-4	-1	-23	-0.2	18
COc1ccc(NC(=O)c2cccs2)cc1C(=O)N1CCN(c2ccccc2)CC1	-3	0	-3	1	0	13	-0.1	nt
Cc1ccn(CC(=O)N2CCCC(N3CCN(Cc4ccc5c(c4)OCO5)CC3)C2)n1 (configuration not stated)	0	2	-1	-1	0	7	-0.1	-3
COCc1cc(C)n(CC(=O)Nc2cccc(C)c2)c(=O)c1C#N	-5	-1	-4	0	0	-8	0.3	-2
O=C(COC(=O)c1cccnc1Cl)NCc1ccc(F)cc1	2	-1	-1	3	0	5	-0.1	31
Cc1cccc(-n2nnc3c(=O)n(CC(=O)Nc4cc(C)on4)cnc32)c1	-1	1	nt	-5	nt	5	0.2	8
Cc1nc(C(=O)O)nn1-c1cc(Cl)ccc1Cl	-1	6	-2	1	nt	4	0.2	-2
Cc1ccc(S(=O)(=O)N2CC(C)N(C(=O)N3CCOCC3)C2)cc1 (configuration not stated)	1	2	2	nt	7	-5	0.2	10
COc1ccc(NC(=O)Nc2cccc3c2O[C@H](CN(C)S(=O)(=O)c2ccc(OC)cc2)[C@H](C)CN([C@H](C)CO)C3=O)cc1	-8	1	-3	-6	6	8	0.0	-14
O=C(NCCCO)c1ccc(CSc2nc3ccccc3c(=O)[nH]2)cc1	-1	1	10	-7	-1	0	-0.1	nt
CNC(=O)COC(=O)c1cccc(S(=O)(=O)N2CCN(c3ccc(F)cc3)CC2)c1	-4	nt	-3	0	-5	6	0.1	-4
CCCCC(Sc1nc(C)c(Cc2ccccc2)c(=O)[nH]1)C(=O)O (configuration not stated)	1	1	-2	nt	-1	0	0.0	-8
O=C(Nc1ccc2ccccc2c1)C(C1CC1)n1c(=O)c(-c2cc3ccccc3[nH]2)nc2ccccc21 (configuration not stated)	-2	nt	-3	nt	nt	2	0.0	nt
Cc1cccc(CC2S/C(=N/N=C/c3ccco3)N(c3ccccc3)C2=O)c1 (configuration not stated)	0	1	-1	nt	nt	nt	0.5	nt
COc1ccc(C2C(=O)c3ccccc3C2=Nc2ccc(Br)cc2)cc1 (configuration not stated)	4	-2	-1	-1	12	-4	?	-67
O=C(O)CCCC(=O)N1CCC(C(O)(c2ccccc2)c2ccccc2)CC1	2	1	1	1	0	23	0.0	nt
COc1ccc(NS(=O)(=O)c2ccc(C(=O)N3CCC(C)CC3)cc2)cc1	-20	3	3	15	3	10	0.1	-2
CCOc1ccccc1NC(=O)Cn1nnc(C(=O)NCCc2ccc(OCC)c(OCC)c2)c1N	-3	1	-1	nt	1	-3	0.1	-11
COc1ccc2c3c([nH]c2c1)[C@@H](CO)N(S(=O)(=O)c1cn(C)cn1)CC31CCN(Cc2ccccc2F)CC1	3	-2	7	-4	nt	-4	0.3	nt
CCN1[C@H](C(=O)OC)[C@@H](CO)[C@@H]2Cn3c(ccc(-c4cncnc4)c3=O)[C@@H]21	0	4	3	nt	-6	0	0.2	-4
COc1ccc(NS(=O)(=O)c2cc(NC(=O)Cc3cccs3)ccc2C)cc1	-4	-2	6	nt	nt	nt	0.0	nt
COCc1cc(N2CCN(C(=O)OC(C)(C)C)C[C@@H]2C)ccc1N1C[C@@H](C)O[C@@H](C)C1	-21	6	2	nt	nt	-3	0.2	nt
CC(=O)c1c(C)[nH]c(C(=O)Nc2ccc(F)c(F)c2F)c1C	-3	-3	-5	-12	1	-12	0.3	-45
CC(C)CNC(=O)c1cnn2c(C(F)(F)F)cc(C(F)(F)F)nc12	-3	-2	2	-16	-2	1	0.0	nt
C[C@@H]1CN([C@@H](C)CO)C(=O)c2cc(NS(=O)(=O)c3cccs3)ccc2O[C@@H]1CN(C)Cc1ccc(C(F)(F)F)cc1	2	2	8	22	1	14	0.1	19
CCOC(=O)C1CCCN(C(=O)c2oc3ccccc3c2C)CC1 (configuration not stated)	1	-2	nt	10	-3	5	0.3	4
NC(=O)C1CC2(C1)CC(C(N)=O)C2 (configuration not stated)	1	1	nt	2	8	-22	0.2	10
COc1ccc2c3c(n(C)c2c1)[C@H](CO)N(C(=O)C1CCCC1)CC31CCN(C(=O)CN(C)C)CC1	13	2	-1	nt	nt	-13	0.2	nt
C[C@@H]1CN([C@@H](C)CO)S(=O)(=O)c2ccc(C#CC3CCCC3)cc2O[C@H]1CN(C)C	0	-7	2	nt	2	-6	0.5	-56
CC1=C(C(=O)N2CCOCC2)CC(CC(=O)NCCCCc2ccccc2)C(=O)N1Cc1ccc(C(C)(C)C)cc1 (configuration not stated)	1	nt	0	-16	1	15	0.0	0
Cc1noc(C)c1COC(=O)Cn1c(C)nc2ccccc21	nt	nt	nt	5	2	6	nt	4
C[C@@H]1CCCCO[C@@H](CN(C)S(=O)(=O)c2ccc(Cl)cc2)[C@H](C)CN([C@@H](C)CO)C(=O)c2cc(NS(=O)(=O)c3cccs3)ccc2O1	-14	-1	6	1	-6	12	0.0	nt
C[C@@H]1CN([C@H](C)CO)S(=O)(=O)c2ccc(C#C[C@@H](C)O)cc2O[C@H]1CN(C)C(=O)c1ccccc1	-4	-3	0	4	-2	-15	-0.1	-9
S=C(NCCc1ccccc1)Nc1ccccc1Cl	nt	nt	nt	nt	9	-25	0.0	-25
C[C@H]1CCCCO[C@@H](CN(C)C(=O)Nc2ccc3c(c2)OCO3)[C@@H](C)CN([C@@H](C)CO)C(=O)c2cc(NS(=O)(=O)c3cccs3)ccc2O1	-1	0	12	14	1	-2	-0.1	84*
CCOCCCN(C(=O)CCC(=O)Nc1cc(C)on1)C(C(=O)NC(C)(C)CC)c1cccc(OC)c1OC (configuration not stated)	-4	2	2	nt	1	-4	0.3	-5
CCC(C)NC(=O)c1ccccc1NC(=O)CN(c1ccc(OC)cc1)S(C)(=O)=O (configuration not stated)	nt	nt	nt	-1	-3	3	nt	25
COc1cc(CC(=O)NC2CCCc3ccccc32)cc(OC)c1OC (configuration not stated)	-2	0	0	nt	-3	2	0.1	-2
O=C(O)COc1ccccc1/C=N/NC(=O)CN1CCN(Cc2ccccc2Cl)CC1	3	nt	-7	-1	-2	13	0.8	2
CC(CCc1ccccn1)C(=O)C(C)CCc1ccccn1 (configuration not stated)	9	2	nt	-7	2	-16	0.1	-3
CC1(C)CC(CC(=O)O)CC(C)(C)N1	1	-3	-1	8	nt	6	-0.1	nt
C[C@@H]1CN([C@@H](C)CO)C(=O)c2cc(NS(=O)(=O)c3cn(C)cn3)ccc2O[C@@H](C)CCCCO[C@H]1CN(C)C(=O)c1ccncc1	13	1	1	-10	-2	-6	-0.8	nt
CC(=O)Nc1cccc(-c2csc(C(C)(NC(C)=O)c3ccccc3)n2)c1 (configuration not stated)	2	-5	2	-1	-3	-5	0.0	-1
COc1ccc(CCNC(=O)c2coc3ccccc3c2=O)cc1OC	-47	3	-1	nt	1	4	0.0	1
